Screening data: PubChem, several laboratories
FXN GAA850 act: activators of GAA850 frataxin (FXN) promoter; HEK293 lucGAA850 FXN promoter luciferase reporter, 24 h; percent of 10 µM SAHA response; activation, % at 6 µM; 0.56% of 360,000 active;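 active = activation above the average of all compounds screened plus 3 SD, cutoff fixed separately per campaign, cut at about 7.5% in these data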;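 note: 0% = DMSO wells and 100% = 10 µM SAHA wells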
hcDAF-12 act: activates DAF-12 receptor from parasite H. contortus; HEK293 hcDAF-12 lit1-tk-luc reporter, luminescence; 0% DMSO, 100% Δ7-dafachronic acid; activation, % at 6.8 µM; 1.4% of 370,000 active;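 active = activation above the mean of all tested compounds plus 3 SD, cut at about 5.5% in these data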;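 note: 100% = response to 3 µM Δ7-dafachronic acid high control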
hgDAF-12 ag: activates the H. glycines DAF-12 receptor ligand-binding domain; AID 687014; HEK293 GAL4-hgDAF12 UAS-luciferase reporter, agonist luminescence; normalized to butyrate control; 1.8% of 370,000 active; activation, % at 6.8 µM;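 active = activation above a cutoff set at the mean of all screened compounds plus 3 SD, cut at about 10% in these data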;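 note: 0% = DMSO wells and 100% = sodium butyrate wells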
ssDAF-12 act: activates DAF-12 receptor from parasite S. stercoralis; activation, % at 6.8 µM; 1% of 370,000 active; HEK293 ssDAF-12/GRIP1 lit1-tk-luc reporter, luminescence; % of 3 µM dafachronic acid response;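 active = activation above the mean over all tested compounds plus 3 SD, cut at about 0.9% in these data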;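 note: 0% = DMSO-only wells and 100% = 3 µM delta7-dafachronic acid wells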
DAX1 inh-1: NR0B1 (DAX1) inhibition; 0.99% of 340,000 active; HEK293 Gal4-DAX1 luciferase reporter, luminescence; inhibition, % at 6.75 µM; P51843; AID 504766;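 active = inhibition above the mean over all tested compounds plus 3 SD, cut at about 4.2% in these data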;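 note: 0% = DAX1-transfected cells with DMSO and 100% = empty-vector control cells with DMSO; inhibition shows as a rise in luminescence from relieved DAX1 repression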
SMARCA2 activ: activators of SMARCA2 function; activation, % at 9.1 µM; AID 652017; 1% of 370,000 active; MG213 cells, MMTV-luciferase reporter, dexamethasone, overnight; in the data active = activation above about 7.8%;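 note: 0% = vehicle wells and 100% = reference activator wells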
NPR1 activator: GC-A (human) enzyme activation; P16066; HEK293 GC-A cells, cGMP TR-FRET, EC30 ANP; 0% at EC30 ANP, 100% saturating ANP; activation, % at 10 µM; 0.14% of 370,000 active; AID 1671463; in the data active = activation above about 40%
Target sequence (P16066 whole entry, looked up): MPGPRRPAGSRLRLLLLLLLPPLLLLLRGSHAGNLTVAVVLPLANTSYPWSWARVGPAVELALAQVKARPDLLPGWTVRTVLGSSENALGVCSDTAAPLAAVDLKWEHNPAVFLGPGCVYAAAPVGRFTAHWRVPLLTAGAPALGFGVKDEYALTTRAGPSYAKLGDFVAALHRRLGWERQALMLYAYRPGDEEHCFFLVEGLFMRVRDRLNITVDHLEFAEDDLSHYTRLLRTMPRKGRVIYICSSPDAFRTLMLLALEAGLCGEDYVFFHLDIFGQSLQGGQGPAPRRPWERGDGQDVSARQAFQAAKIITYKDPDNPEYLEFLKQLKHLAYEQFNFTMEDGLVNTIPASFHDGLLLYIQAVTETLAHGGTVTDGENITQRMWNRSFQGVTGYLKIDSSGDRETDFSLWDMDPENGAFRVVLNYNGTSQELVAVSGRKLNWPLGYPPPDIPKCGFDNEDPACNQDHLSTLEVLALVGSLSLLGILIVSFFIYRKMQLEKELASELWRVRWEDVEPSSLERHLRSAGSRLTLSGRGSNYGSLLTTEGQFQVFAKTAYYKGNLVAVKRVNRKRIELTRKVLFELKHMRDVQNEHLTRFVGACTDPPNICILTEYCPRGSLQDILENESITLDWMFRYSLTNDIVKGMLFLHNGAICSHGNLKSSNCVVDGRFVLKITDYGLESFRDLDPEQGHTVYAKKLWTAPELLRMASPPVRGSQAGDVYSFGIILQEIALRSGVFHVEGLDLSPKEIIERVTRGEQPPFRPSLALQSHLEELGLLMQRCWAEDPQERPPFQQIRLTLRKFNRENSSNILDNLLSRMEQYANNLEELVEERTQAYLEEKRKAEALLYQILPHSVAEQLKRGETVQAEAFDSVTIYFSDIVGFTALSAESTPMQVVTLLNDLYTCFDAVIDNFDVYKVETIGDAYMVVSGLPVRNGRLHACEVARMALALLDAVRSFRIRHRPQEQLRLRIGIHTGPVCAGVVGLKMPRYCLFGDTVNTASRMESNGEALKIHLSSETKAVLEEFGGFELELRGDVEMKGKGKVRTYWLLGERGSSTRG
ADAM10 inh: inhibits human ADAM10. recombinant ADAM10, EDANS/DABCYL FRET peptide cleavage, 3 h. inhibition, % at 7 µM. 0.62% of 370,000 active. AID 720582;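 active = inhibition above a per-campaign cutoff equal to the mean of compounds falling between control-based bounds plus 3 SD, cut at about 20% in these data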;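 note: 0% = DMSO wells while the 100% control is not disclosed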
NPR2 activator: GC-B (human) receptor activation. P20594. HEK293-GC-B cells, CNP EC30, cGMP TR-FRET; 0% at EC30 CNP, 100% saturating CNP. activation, % at 10 µM. 0.11% of 370,000 active. AID 1920062;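 active = activation at 10 µM reaching about 35% in either raw or pattern-adjusted values, limit read from the data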
DAX1 inh-2: DAX1 (NR0B1) inhibition, primary screen; AID 652010; HEK293T StAR-luciferase reporter, SF-1/DAX-1 repression relief; inhibition, % at 6.8 µM; 1.1% of 370,000 active;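 active = inhibition above the mean over all tested compounds plus 3 SD, cut at about 3.6% in these data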;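 note: 0% = DAX-1 cells with DMSO and 100% = cells lacking DAX-1 with DMSO; higher inhibition means more luminescence from relief of DAX-1 repression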
sPLA2-III inh: Inhibits HGIII-sPLA2 liposome hydrolysis, primary screen; Q9NZ20; QFRET BODIPY PC-A2 liposome hydrolysis, fluorescence; inhibition, % at 12.2 µM; 0.56% of 370,000 active; AID 743126;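 active = inhibition above mean plus 3 SD of compounds lying within the high and low control bounds, cut at about 19% in these data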;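 note: 0% = median of test compound wells and 100% = no enzyme DMSO wells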
Starred values were filed as active, the others as inactive; x = not tested or not shown.

SMILES | FXN GAA850 act | hcDAF-12 act | hgDAF-12 ag | ssDAF-12 act | DAX1 inh-1 | SMARCA2 activ | NPR1 activator | ADAM10 inh | NPR2 activator | DAX1 inh-2 | sPLA2-III inh
Cn1c(=O)c(=O)n(C)c2cc(S(=O)(=O)N3CCOCC3)ccc21 | 2.3 | -0.4 | 0.3 | -1.2 | -0.4 | 3 | 7 | -26 | 3 | 0.3 | 3
COc1ccc(Cl)cc1C(=O)NNC(=O)CSc1nnc2ccccn12 | 2.0 | 0.8 | 0.8 | -1.1 | 0.8 | -4 | 1 | 1 | -1 | 1.9 | 4
CC(C)Cn1c(N)c(C(=O)CSc2ccc3c(c2)OCCO3)c(=O)n(C)c1=O | -5.8 | -3.4 | -3.3 | -1.6 | 1.3 | -6 | -6 | -8 | -3 | -1.7 | -1
Cc1ccc(-n2c(SCC(=O)Nc3ccc(N4CCOCC4)cc3)nc3ccccc3c2=O)cc1 | 0.6 | -4.3 | -2.0 | -1.6 | 0.1 | -1 | 0 | -4 | 2 | -1.1 | 17
COc1cc(OC)c2c(-c3ccccc3)cc(=O)oc2c1C(CCN1CCCCC1)c1ccc2c(c1)OCO2 (centres undefined) | -3.5 | -1.4 | -1.6 | -1.2 | -1.0 | 0 | -7 | 7 | -10 | 0.5 | -17
CC(C)OC(=O)/C(=C/c1ccco1)c1ccccc1 | 0.1 | -0.6 | -0.9 | -1.8 | -2.2 | 0 | -3 | -2 | 1 | -0.3 | -2
O=C1C=CN2CCCCC2CC1 (centres undefined) | -1.4 | -1.6 | -0.6 | -1.2 | -0.8 | -4 | -2 | -28 | 0 | -3.2 | 5
COc1cccc(NC(=O)CSc2nc3ccsc3c(=O)n2-c2ccc(C(=O)O)cc2)c1 | -0.3 | 0.0 | -1.4 | -2.2 | -0.2 | 1 | -2 | 0 | 3 | -0.2 | -9
O=C(COC(=O)CCSc1ccc(Cl)cc1)NCc1ccco1 | 0.1 | -0.2 | -0.3 | 0.3 | 1.4 | -1 | -4 | -4 | -3 | 0.7 | -4
Cc1cc(O)c2c(CN3CCN(Cc4ccccc4)CC3)cc(=O)oc2c1 | 0.5 | -1.9 | -0.8 | -1.6 | -1.7 | -2 | -4 | 3 | -1 | -0.4 | -15
COc1ccc(NS(=O)(=O)c2ccc3nc(COc4ccc5ccccc5c4)[nH]c3c2)cc1 | -3.1 | -2.9 | -1.3 | -1.6 | -0.2 | -1 | -13 | 18 | -13 | 0.2 | -48
S=c1[nH]cnc2sc(Nc3ccccc3)nc12 | 6.4 | 5.8* | 4.9 | 0.2 | 0.7 | 5 | 1 | 4 | -9 | 0.2 | 3
CCOC(=O)c1sc(NC(=O)C(CC)Sc2nnc3c4ccccc4n(C(C)C)c3n2)nc1C (centres undefined) | -0.9 | -1.9 | 0.8 | -1.4 | 1.8 | -1 | 17 | 2 | -1 | 0.2 | -1
C[C@H](O)[C@@H]1C(=O)N2CCc3ccc(N4CCN(C)CC4)cc3[C@@H]2C[C@@H]1N(C)C(=O)NC1CCCCC1 | -0.6 | -1.1 | -0.7 | -1.4 | 0.2 | 7.9* | 2 | -11 | -4 | 1.0 | 9
C=CCNC(=S)NN=C1CCCCCCC1 | 0.5 | -2.6 | -1.6 | -1.2 | 0.3 | -2 | -2 | 4 | -1 | -0.2 | 6
Cc1ccc(OCCC(=O)Nc2ccc(F)c(F)c2)cc1 | -1.6 | -0.9 | 0.2 | -1.3 | -0.8 | -3 | 1 | 2 | 6 | -0.4 | -1
CCCCCCOc1ccc(/C(N)=N/O)cc1 | 5.5 | 4.0 | 11* | -1.1 | 2.7 | 5 | 6 | 9 | 1 | -0.5 | -21
Cc1nn(C)c(C(=O)NNC(=S)NC2CCCCC2)c1Br | 4.1 | 1.1 | 5.1 | 0.0 | 2.0 | 4 | 1 | -1 | 0 | 2.0 | 23*
NC(=O)c1ccccc1NC(=O)CS(=O)(=O)Cc1ccccc1 | -1.1 | -0.9 | 0.1 | -0.7 | 1.4 | -2 | -2 | -13 | 1 | 0.3 | 3
CCC1(C)NC(=O)N(CC(=O)Nc2sc3c(c2C(=O)OC)CCCCC3)C1=O (centres undefined) | 2.9 | -1.1 | -1.8 | -1.2 | -2.5 | -6 | 3 | 9 | 2 | -0.1 | -13
COC(=O)N(C)C[C@H]1OCc2cnnn2CCCC(=O)N([C@@H](C)CO)C[C@@H]1C | -0.9 | 0.6 | 2.5 | -1.0 | 0.9 | 8.6* | 1 | 2 | -1 | 1.9 | 3
COc1ccc(CN2CCN(Cc3cccc4nonc34)CC2CCO)c(C)c1C (centres undefined) | -2.0 | -0.9 | -2.7 | -1.7 | -1.0 | -4 | -1 | -2 | -2 | -0.2 | -7
O=C(NCCCSc1ccccc1)c1cc(Br)ccc1O | 1.0 | -1.0 | -1.0 | -0.6 | -0.6 | -2 | 3 | -31 | 0 | 0.3 | -19
COC(=O)[C@]1(Cc2ccccc2)N[C@H](c2ccc(-c3cccc(Cl)c3)c(OC)c2)[C@@H]2C(=O)N(C)C(=O)[C@@H]21 | -5.6 | -1.3 | -3.0 | -1.3 | -0.8 | -2 | -8 | 19 | -1 | -0.7 | -13
N#Cc1ccsc1NC(=O)CN1C(=O)NC2(CCCC2)C1=O | 2.4 | 4.0 | 5.3 | 0.8 | 0.8 | 0 | 4 | -2 | 3 | 1.5 | -8

Two compounds from above with just SMARCA2 activ, DAX1 inh-2 and sPLA2-III inh:
molecule	SMARCA2 activ	DAX1 inh-2	sPLA2-III inh
COc1cccc(NC(=O)CSc2nc3ccsc3c(=O)n2-c2ccc(C(=O)O)cc2)c1	1	-0.2	-9
O=C(COC(=O)CCSc1ccc(Cl)cc1)NCc1ccco1	-1	0.7	-4

(continued)
SMILES | FXN GAA850 act | hcDAF-12 act | hgDAF-12 ag | ssDAF-12 act | DAX1 inh-1 | SMARCA2 activ | NPR1 activator | ADAM10 inh | NPR2 activator | DAX1 inh-2 | sPLA2-III inh
COCCNC(=O)CSc1nc2ccccc2c(=O)n1CCC(=O)NCCc1ccc(OC)c(OC)c1 | 0.3 | -2.1 | -3.1 | -1.1 | 0.1 | 0 | -3 | -6 | 1 | -0.2 | 9
CCOC(=O)c1sc(NC(=O)c2ccccc2)cc1C | 4.0 | 2.6 | 17* | 0.4 | 0.9 | 4 | -3 | -332 | 0 | 1.4 | -21
C#CCN1CC(N(C)CCOC(=O)CCCc2ccccc2)CS1(=O)=O (centres undefined) | x | -2.9 | -1.1 | -1.1 | x | 0 | 0 | -3 | -3 | 0.2 | -3
CCN(CC)CCCOC(=O)c1ccc(OC)cc1O | -1.8 | -0.1 | 1.2 | -0.2 | -0.5 | -2 | -2 | -9 | 2 | -0.1 | 2
CC1(C)CC2C1CCC1(O)CC2(C)CCC1N(O)c1ccc(C(=O)NCCO)cn1 (centres undefined) | -1.3 | 0.5 | -1.9 | -1.2 | 0.9 | -2 | -4 | -11 | -4 | -0.6 | 21*
CCOc1cc(/C=C/C(=O)O)ccc1OCCOc1ccccc1 | 1.1 | -1.6 | -1.7 | -0.8 | 0.8 | -2 | 0 | -20 | 0 | -0.1 | -4
CC(C)N(Cc1nc(-c2ccc(Cl)cc2)no1)C(=O)C(c1ccccc1)c1ccccc1 | -1.3 | 0.3 | -2.3 | -1.4 | 0.7 | -3 | -2 | 3 | 1 | 0.2 | 0
O=C(Nc1nc(-c2cc(Cl)sc2Cl)cs1)c1cccs1 | -0.5 | -2.1 | 2.5 | -1.2 | -0.6 | 3 | -1 | 1 | -12 | 0.2 | -1
Cc1oc(/C=N/NC(=O)CN(c2ccccc2Br)S(C)(=O)=O)cc1Br | 0.2 | -1.6 | 1.0 | -1.4 | -1.8 | 1 | -3 | 0 | -5 | -0.3 | -18
Cc1c(Br)c([N+](=O)[O-])nn1CC(=O)NCc1ccccc1 | 0.7 | -0.3 | 1.7 | -1.5 | 2.2 | 1 | 2 | 4 | -2 | -0.2 | 1
CC(=O)Nc1cccc(C(=O)OC(C(=O)c2ccc(C)cc2)c2ccccc2)c1 (centres undefined) | -0.5 | -1.3 | -2.8 | -1.5 | -0.5 | -2 | -4 | 25* | 3 | -0.3 | -20
O=C1CC(N2CCN(C(c3ccccc3)c3ccccc3)CC2)C(=O)N1Cc1ccc(N2CCCC2=O)cc1 (centres undefined) | 2.0 | -2.1 | -1.3 | -1.9 | -3.0 | -1 | 2 | -2 | -8 | -0.6 | -4
O=C(NCCN1CCN(c2ccccc2)CC1)C1CCN(S(=O)(=O)N2CCOCC2)CC1 | -0.6 | -0.3 | 1.0 | -1.2 | -0.6 | 0 | -6 | 3 | -6 | -0.1 | 1
Cc1ccccc1OCc1ccc(C(=O)N2CC(C)OC(C)C2)o1 (centres undefined) | 1.7 | -1.9 | -1.3 | -1.1 | -0.5 | 0 | 0 | -3 | 2 | -0.2 | 1
Cc1ccc(CN(C)C(=O)C2CCCN2C(=O)c2cccs2)o1 (centres undefined) | 2.2 | -1.3 | -0.1 | -0.3 | 1.4 | -3 | 0 | -6 | 2 | -0.2 | 4
COc1cc2c(-c3ccc4c(c3)OCO4)c(-c3ccsc3)oc(=O)c2cc1OC | 2.2 | 1.1 | 2.0 | -1.0 | -0.2 | 2 | -12 | -11 | -11 | -0.3 | -2
CCOP(=O)(CN(CC)C(=O)c1ccccc1Br)OCC | -1.5 | -0.5 | 1.1 | 0.3 | 2.1 | 1 | 1 | 1 | 16 | 0.6 | 1
Cc1c(Cl)cnc(NC(=O)CSc2nncs2)c1Cl | 3.7 | -2.7 | -1.4 | -1.6 | -0.4 | -3 | 6 | -3 | -2 | -0.3 | -10
O=C(Cc1ccc(-c2ccccc2)cc1)NC1CCCC1 | 0.2 | -0.9 | -1.4 | -2.0 | -0.7 | -4 | 8 | -7 | 4 | 0.6 | 1
CCc1ccc(NC(=O)N(C2CCCCC2)C(C)c2cccnc2)cc1 (centres undefined) | 2.7 | 1.9 | 4.9 | -0.8 | 1.8 | 0 | -5 | -5 | 1 | 0.5 | 0
CC1=CC(=O)C=C(C)C1=NOC(=O)c1cccc([N+](=O)[O-])c1 | 3.4 | -1.8 | -2.0 | -0.9 | -0.6 | 2 | 0 | 7 | -5 | -1.0 | -18
N#Cc1ccc(OCC(=O)NC2=NCCS2)cc1 | -0.6 | 0.2 | 2.0 | -0.7 | -1.4 | 4 | 1 | -3 | -3 | 0.3 | 9
CCCCOCC1CN(CCCC)S(=O)(=O)c2c(Oc3ccc(OC)cc3)cccc2O1 (centres undefined) | x | -1.9 | -1.8 | -1.0 | x | 3 | 3 | 1 | -2 | -0.4 | -11
Cc1cc(C)cc(NC(=O)c2cccnc2)c1 | 1.7 | -1.1 | 3.1 | -0.3 | 0.6 | -3 | 1 | 0 | 6 | 0.2 | 7
N#Cc1ccc(-c2nc3c4ccccc4ccn3c2CC2CCCCC2)cc1 | x | 2.4 | 6.0 | -0.2 | x | 6 | 2 | -48 | -3 | -0.8 | -9
CCCc1cc(=O)[nH]c(SCC(=O)N2CCOCC2)n1 | -0.1 | 0.5 | -0.8 | -0.9 | -1.0 | -3 | 1 | 6 | 2 | -0.5 | 10
